Bioassay records: PubChem BioAssay, National Center for Advancing Translational Sciences (NCATS)
Mito fusion act – qHTS Assay for Small Molecule Inhibitors of Mitochondrial Division or Activators of Mitochondrial Fusion; S. cerevisiae fusion-defective mutant growth rescue, CellTiterGlo 48 h; Potency, µM (series often up to 46.1 µM), inactives show top-dose growth rescue (activation), actives largely listed as activators; 320,000 compounds, 0.23% hits; AID 485298, 2010;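 also: potency is read from the fitted curve at half-maximal effect; % of control where 0% means no effect; nearly all actives have a fitted effect of over 45% in size; temperature-sensitive fusion mutants such as fzo1-1 at 37 °C on non-fermentable ethanol glycerol medium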
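Temperature-sensitive fusion-defective S. cerevisiae (e.g. fzo1-1, mgm1-5) were grown with compound in YPEG medium (3% ethanol, 3% glycerol) for 48 hours at 37C. Growth rescue was measured as viability by CellTiterGlo luminescence after 10 minutes at ambient.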
Integrin act MD – qHTS for Activators of Integrin-Mediated Alleviation for Muscular Dystrophy; alpha7betagal myoblasts, beta-gal FDG fluorescence, 48 h; Potency, µM (series often up to 38.3 µM), for inactives: at the highest dose activation, actives largely listed as activators; 350,000 compounds, 0.064% hits;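 also: potency is read from the fitted curve at half-maximal effect; 100% = response of the positive control SU9516; nearly all actives have a fitted effect of over 60% in size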
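Alpha7betagal+/- myoblasts (passage 13) were plated 16-24 hr, then exposed to compounds (1:260 dilution of DMSO stock) for 48 hours at 37C. After MPER lysis, β-galactosidase reporter activity was read as FDG fluorescence (ex 480/em 540) after 30 minutes.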
MBNL1 CUG block – qHTS Assay for Inhibitors of MBNL1-poly(CUG) RNA binding. TR-FRET MBNL1-His/biotin-(CUG)12 binding, 665/545 ratio. Potency, µM (highest dose often 57.5 µM), inactives show at the top dose activity change, negative = inhibition, hits mostly inhibitors. 280,000 compounds, 0.036% hits; active = well fitted inhibition curve with a large enough effect in the signal ratio, with a control signal flat, not every such curve was filed as active; inconclusive = small, poorly fitted or top-dose-only effect, or effect the other way, or a change in a side signal; inactive = no such curve, though single readings can be large or run the other way; the % refers to the signal ratio; also: potency is read from the fitted curve at half-maximal effect; % is scaled to controls: 0 for no effect and ±100 for the full control effect
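Inhibition of protein-RNA binding appears as loss of TR-FRET between terbium anti-His antibody on MBNL1-His and streptavidin-XL665 on biotin-(CUG)12. Activity is normalized to buffer-only and uninhibited-complex controls.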
A-T KAP1 phos – qHTS Assay for Identifying a Potential Treatment of Ataxia-Telangiectasia. […] A-T fibroblasts, KAP-1 phosphorylation AlphaLISA; neocarzinostatin DNA damage 30 min before lysis. Potency, µM (highest dose often 57.5 µM), for the others: at the highest dose activation, actives largely listed as activators. 320,000 compounds, 0.19% hits. AID 485349, 2010; also: potency is read from the fitted curve at half-maximal effect; % of control where 0% means no effect; nearly all actives have a fitted effect of over 45% in size
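ATM-like activity read as KAP-1 phosphorylation via AlphaLISA donor/acceptor antibody pairs after lysis and 6 hr at 25C. Cells were ATM-null patient fibroblasts ([…], hTERT), dosed 60 min, then exposed to the DSB inducer NCS for 30 min.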
Menin-MLL TR inh – qHTS Assay for Inhibitors Targeting the Menin-MLL Interaction in MLL Related Leukemias: Competition With Texas Red Labeled MLL-derived Mutant Peptide; O00255; Menin + Texas Red MLL mutant peptide, fluorescence polarization; Potency, µM (doses to about 61.6 µM), for the others: at the top dose FP activity change, negative = inhibition, actives largely listed as inhibitors; 270,000 compounds, 0.23% hits; AID 1768, 2009; active = well fitted inhibition curve with a large enough effect in the polarisation, with a control signal flat, not every such curve was filed as active; inconclusive = small, poorly fitted or top-dose-only effect, or effect the other way, or a change in a side signal; inactive = no such curve, though single readings can be large or run the other way; the % refers to the polarisation; also: potency is read from the fitted curve at half-maximal effect; % of control where 0% means no effect; many of its hits are not listed in these tables
Target sequence (O00255 whole entry, looked up): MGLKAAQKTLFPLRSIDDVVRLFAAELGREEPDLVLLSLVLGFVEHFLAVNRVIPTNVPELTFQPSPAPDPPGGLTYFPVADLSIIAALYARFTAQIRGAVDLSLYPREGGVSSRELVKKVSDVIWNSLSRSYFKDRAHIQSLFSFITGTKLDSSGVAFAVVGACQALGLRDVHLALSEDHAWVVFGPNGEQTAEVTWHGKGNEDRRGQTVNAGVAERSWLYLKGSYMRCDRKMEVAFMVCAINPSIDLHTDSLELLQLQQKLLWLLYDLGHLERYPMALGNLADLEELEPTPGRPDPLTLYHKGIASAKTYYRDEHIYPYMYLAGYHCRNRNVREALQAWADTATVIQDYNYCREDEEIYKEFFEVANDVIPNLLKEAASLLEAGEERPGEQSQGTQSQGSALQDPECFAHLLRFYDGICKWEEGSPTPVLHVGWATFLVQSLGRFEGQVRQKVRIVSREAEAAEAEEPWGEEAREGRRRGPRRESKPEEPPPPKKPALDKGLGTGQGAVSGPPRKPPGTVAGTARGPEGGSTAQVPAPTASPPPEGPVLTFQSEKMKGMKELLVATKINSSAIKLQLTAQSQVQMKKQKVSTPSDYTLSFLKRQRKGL
ASM inhibitor – Inhibitors of Secretory Acid Sphingomyelinase (S-ASM): qHTS; Sphingomyelin phosphodiesterase (Homo sapiens), P17405; placental ASM, HMU-PC fluorogenic substrate, 60 min; Potency, µM (top dose mostly 57.5 µM), for the others: top-dose activity change, negative = inhibition, usual class: inhibitors; 340,000 compounds, 0.006% hits; also: potency is read from the fitted curve at half-maximal effect
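Human placenta-derived ASM preincubated with compound 10 min at room temperature, then reacted with 9 uM (final) fluorogenic HMU-PC substrate for 60 min at 37 C. Stop solution raises pH to 10; fluorescence read at Ex 386/Em 447 nm.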
TSG101-PTAP inh – qHTS Assay for Iinhibitors of HIV-1 Budding by Blocking the Interaction of PTAP/TSG101 | 340,000 tested, under 10 active | Potency, µM (series often up to 115 µM), inactives show at the top dose activity change, negative = inhibition, actives largely listed as inhibitors | Fluorescence polarization, FITC-PTAP peptide / Tsg101 binding | AID 493005, 2010; active = well fitted inhibition curve with a large enough effect in the main read-out, with a control signal flat, not every such curve was filed as active; inconclusive = small, poorly fitted or top-dose-only effect, or effect the other way, or a change in a side signal; inactive = no such curve, though single readings can be large or run the other way; also: potency is read from the fitted curve at half-maximal effect; % of control where 0% means no effect
Target sequence (Q99816 whole entry, looked up): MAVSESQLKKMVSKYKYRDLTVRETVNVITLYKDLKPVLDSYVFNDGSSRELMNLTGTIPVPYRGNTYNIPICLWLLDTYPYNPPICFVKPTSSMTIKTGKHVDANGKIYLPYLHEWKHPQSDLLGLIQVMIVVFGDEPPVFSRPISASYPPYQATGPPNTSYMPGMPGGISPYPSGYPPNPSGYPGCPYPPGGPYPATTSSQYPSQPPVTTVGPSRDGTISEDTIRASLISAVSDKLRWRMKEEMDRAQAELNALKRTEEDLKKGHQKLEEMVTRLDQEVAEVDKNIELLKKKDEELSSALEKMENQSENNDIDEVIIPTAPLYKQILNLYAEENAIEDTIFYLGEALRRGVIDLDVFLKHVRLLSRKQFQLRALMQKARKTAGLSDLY
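Fluorescence anisotropy tracks displacement of a FITC-tagged PTAP peptide (50 nM) from the Tsg101 binding domain (10 uM), following a 20 min room-temperature incubation at pH 7.5.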
TCR act – Activators of T cell receptors: qHTS campaign | primary human leukocytes, anti-CD3, IL-2 HTRF, 48 h | Potency, µM (titrated, usually from 9.22 µM), without a hit: at the top dose activation of IL-2 secretion, most hits filed as activators | 330,000 tested, under 10 active; also: % of control where 0% means no effect
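HTRF read-out of IL-2 secretion: europium cryptate donor excited at 320nm, d2 acceptor emission at 665nm. Cells were primary human leukocytes incubated 48 hr with compounds and a-CD3 beads, supplying TCR signal only.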
CXXC DNA block – qHTS Fluorescence Polarization Assay for Inhibitors of MLL CXXC domain - DNA interaction | Histone-lysine N-methyltransferase 2A (Homo sapiens), Q03164 | MLL-CXXC / FITC-HOXA9 DNA fluorescence polarization | Potency, µM (top dose mostly 115 µM), for the others: top-dose activity change, negative = inhibition, hits mostly inhibitors | 290,000 compounds, 0.037% hits; active = well fitted inhibition curve with a large enough effect in the polarisation, with a control signal flat, not every such curve was filed as active; inconclusive = small, poorly fitted or top-dose-only effect, or effect the other way, or a change in a side signal; inactive = no such curve, though single readings can be large or run the other way; the % refers to the polarisation; also: potency is read from the fitted curve at half-maximal effect
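Purified MLL-CXXC (added from a 7 uM solution) was preincubated 5 min at ambient with pinned compounds in 50 mM Tris-HCl pH 7.5, 50 mM NaCl, 1 mM DTT, 0.05% BSA. Fluorescein-labeled HOX-A9 DNA (50 nM solution) followed, 30 min, then polarization read.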
TSHR antagonist – Antagonists of the Thyroid Stimulating Hormone Receptor: HTS campaign; AID 504810, 2011; TSHR-expressing cells, TSH-stimulated cAMP HTRF, 2 h; stronger effect = lower value; Thyrotropin receptor (Homo sapiens), P16473; activity change, negative = inhibition, % at 11.5 µM; 330,000 compounds, 0.2% hits;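 active = activity change below a set negative limit, meaning inhibition stronger than a set level, cut at about -70% in these data; inconclusive = activity change between two set negative limits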; also: % is scaled to controls: 0 for no effect and ±100 for the full control effect
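Freshly harvested TSHR cells receive pin-tooled compound, then EC80 TSH at 4nM final. After 2 hours at 37 deg C, antibody in lysis buffer and cAMP-d2 are added; 30 minutes at ambient temperature precede the HTRF read.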
* marks the source's active call; other numbers are inactive results; i = inactive; u = inconclusive; x = no result given; [ ] = another dose, or the depositor's remark. Unless noted, calls follow the shape of the dose curve; as a rule, active = well fitted curve in the direction sought with a large enough effect; inconclusive = small, poorly fitted or top-dose-only effect, or another doubt; inactive = no such curve, though single readings can be large; an effect the other way counts as inactive or inconclusive. Only part of the results is shown; count on the stated rates, not on these rows.

SMILES	Mito fusion act	Integrin act MD	MBNL1 CUG block	A-T KAP1 phos	Menin-MLL TR inh	ASM inhibitor	TSG101-PTAP inh	TCR act	CXXC DNA block	TSHR antagonist
Cc1ccc(C(=O)N2CC(=O)Nc3ccc(F)cc3C2c2ccc(F)cc2)cc1[N+](=O)[O-] (stereo not drawn)	-7%	18%	x	-5%	-11%	-3%	-4%	-4%[46.1 µM]	u	27
O=C(CSc1nnc2c(n1)[nH]c1ccc(F)cc12)NC1CC1	-3%	-7%	u	1%	u	-1%	-2%	-4%	6%	-1
CC(=O)c1ccc(S(=O)(=O)N2CCN(c3nc(-c4cccnc4)nc4ccccc34)CC2)cc1	8%	-12%	x	-2%	x	4%	-5%	12%	x	-2
Cc1ccc(NC(=O)COC(=O)CCOc2ccccc2C)cc1	1%	14%	-16%	6%	24%	-5%	-3%	3%	-5%	11
Cc1cc(C(=O)NCc2ccc(S(N)(=O)=O)cc2)ccc1[N+](=O)[O-]	-2%	-2%	x	1%	13%	2%	-4%	-5%[46.1 µM]	-2%	0
CNC(=S)NNc1nc(N2CCOCC2)nc(N2CCOCC2)n1	0%	-14%	0%	6%	12%	1%	-7%	-2%	-7%	-9
COc1ccc(OC)c(-c2cc(C(=O)NCc3cccs3)no2)c1	-3%	3%	6%	2%	31%[activator]	1%	x	3%[46.1 µM]	-6%	-29
CCOC(=O)CCCSc1nc(-c2ccc3c(c2)OCO3)cc(C(F)(F)F)c1C#N	1%	-1%	x	2%	7%	i	-2%	-5%[46.1 µM]	13%	6
Cc1c(CC(=O)O)c(=O)oc2cc3occ(-c4ccccc4)c3cc12	5%	0%	-3%	-9%	0%	28%	-6%	3%	5%	2
Fc1ccc(NC(=S)N2CCc3[nH]c4ccccc4c3C2)cc1	2%	20%	x	11%	x	-6%	-4%	-3%	15%	4
COc1cc(S(=O)(=O)NC2CCSc3ccccc32)ccc1NC(C)=O (stereo not drawn)	1%	6%	-11%	7%	0%	0%	-1%	7%	-3%	22
CC(C)C(NS(=O)(=O)c1ccc2c(c1)Cc1cc(S(=O)(=O)NC(C(=O)O)C(C)C)ccc1-2)C(=O)O (stereo not drawn)	4%	24%	-7%	9%	-30%	5%	-1%	-3%	4%	3
CCN(CC)CCSc1nc2ccc(OC)cc2[nH]1	5%	u	x	4%	x	3%	-5%	2%	0%	6
Cn1c(-c2cccc([N+](=O)[O-])c2)cnc1NCc1ccc(C#N)cc1	-4%	-9%	u	-1%	19%	-5%	-8%	5%	3%	-11
CN(c1ccc(Cl)cc1)S(=O)(=O)c1nnc(NC(=O)C(C)(C)C)s1	3%	6%	5%	4%	35%[activator]	0%	-3%	0%	9%	-1
O=C(N/N=C/c1ccccc1)c1sccc1OCc1ccc(F)cc1	6%	14%	4%	1%	2%	-7%	-4%	2%	-7%	-2
COc1ccccc1N1CCN(S(=O)(=O)c2ccc(F)cc2)CC1	5%	24%	-12%	20%	-1%	1%	x	x	8%	2
Cc1ccc(S(=O)(=O)N2CCCCC2)cc1NC(=O)CCNC(=O)c1ccc([N+](=O)[O-])cc1	2%	-22%	x	5%	x	-4%	-4%	x	x	-17
CC(=O)Nc1ccc(C(=O)NN2C(=O)NC3(CCCCC3)C2=O)cc1	1%	7%	x	1%	x	-3%	-5%	6%	x	13
CC1(C2CC2)NC(=O)N(CC(=O)Nc2ccc(SC(F)F)cc2)C1=O (stereo not drawn)	x	-12%	x	26%	x	0%	0%	-32%	x	32
CC(C)c1ccc(S(=O)(=O)N2CCN(C(=O)CN3C(=O)NC(C)(c4ccccc4)C3=O)CC2)cc1 (stereo not drawn)	-2%	-18%	x	-5%	x	-1%	-3%	4%	x	12
Nc1cc(Cl)c(NC2=NCCN2)c(Cl)c1	9%	x	x	x	-3%	x	x	x	10%	-12
CCOC(=O)C1(Cc2cccc(OC)c2)CCCN(Cc2ccc(NC(C)=O)cc2)C1 (stereo not drawn)	1%	2%	13%	2%	-1%	5%	0%	10%	6%	16
COc1cc(CCCN2CCNC[C@H]2Cc2cccc3ccccc23)cc(OC)c1OC	x	6%	x	-5%	x	4%	-1%	0%	x	-1
COC(=O)c1ccccc1NC(=O)CN(Cc1ccc(Cl)cc1)S(C)(=O)=O	0%	1%	-13%	x	-1%	-3%	0%	-20%	5%	-1
CC(=O)Cc1nsc(NC(=O)c2ccc(-c3cccc(Cl)c3)o2)n1	-6%	20%	7%	3%	24%	-14%	-4%	-8%	2%	26
O=c1[nH]c(CSc2nnnn2-c2ccc(Cl)cc2)nc2ccccc12	0%	-16%	2%	4%	-3%	-1%	3%	-4%	14%	2
CCOC(=O)CNC(=O)N1CCCC(CNS(=O)(=O)c2cccs2)C1 (stereo not drawn)	0%	-8%	-7%	0%	-8%	2%	-6%	6%	-12%	5
O=c1c2[nH]c3ccccc3c2ncn1CCC1=CCCCC1	25%	3%	-5%	-1%	15%	1%	-11%	1%	-4%	-14
COc1ccc2[nH]c(C(=O)N3CCc4ccccc4C3)c(C)c2c1	16%	2%	-2%	-6%	-12%	-11%	-1%	8%	0%	3
O=C(Nc1ccccc1Cl)NC1(C(=O)N2CCCC2)CCCCC1	-1%	21%	-13%	-2%	-4%	-1%	0%	-9%[46.1 µM]	-1%	11
COc1cccc(CN(C)C(=O)c2cccc(NC(=O)CC3SC(N4CCCCC4)=NC3=O)c2)c1OC (stereo not drawn)	-2%	0%	x	6%	x	-2%	-4%	-12%	x	4
CCCC(C(=O)NC(C)(C)C)N(C(=O)c1snc(C(N)=O)c1N)c1ccc2c(c1)OCCO2 (stereo not drawn)	-8%	1%	64%[activator]	-1%	-8%	52%[activator]	-2%	-3%	-7%	2
CC1CCC(NS(=O)(=O)c2ccc(Cl)s2)CC1 (stereo not drawn)	18%	-6%	x	14%	x	-6%	-3%	1%	x	-6
Brc1c(OCCOCCn2cncn2)ccc2ccccc12	-4%	-9%	15%	-5%	14%	-1%	-1%	0%	-4%	5
O=C(N/N=C/c1cccs1)c1c[nH]c2ccccc12	-7%	-1%	38%[activator]	-2%	20%	-1%	0%	5%[46.1 µM]	0%	-3
Cc1ccc(SCC(=O)NC(=O)NCc2ccco2)c(C)c1	1%	-17%	1%	-1%	13%	-4%	-5%	-1%	7%	-16
O=C(CCCN1C(=O)/C(=C/c2ccc(F)cc2)SC1=S)NCCCn1ccnc1	0%	-33%	u	-8%	-4%	-6%	-5%	-2%	-4%	-9
O=C(Nc1ccc(Cl)cc1)c1ccc2c(c1)S(=O)(=O)c1ccccc1C2=O	x	-4%	x	x	x	12%	0%	-2%	x	x

Profiles from above. Values in the order: Mito fusion act | Integrin act MD | MBNL1 CUG block | A-T KAP1 phos | Menin-MLL TR inh | ASM inhibitor | TSG101-PTAP inh | TCR act | CXXC DNA block | TSHR antagonist
O=C(CCCN1C(=O)/C(=C/c2ccc(F)cc2)SC1=S)NCCCn1ccnc1 in the list: 0% | -33% | u | -8% | -4% | -6% | -5% | -2% | -4% | -9
COc1ccc2[nH]c(C(=O)N3CCc4ccccc4C3)c(C)c2c1 in the list: 16% | 2% | -2% | -6% | -12% | -11% | -1% | 8% | 0% | 3
Cc1ccc(SCC(=O)NC(=O)NCc2ccco2)c(C)c1 in the list: 1% | -17% | 1% | -1% | 13% | -4% | -5% | -1% | 7% | -16
